CCHF vOTU inh: blocks the CCHF virus ovarian tumor domain protease; CCHFV vOTU protease, Pep-AMC fluorescence; inhibition, % at 11.5 µM; 370,000 compounds, 0.55% hits; further: 0% = vehicle wells with enzyme and 100% = no enzyme wells
FBA Mtb inh: inhibitors of M. tuberculosis fructose-bisphosphate aldolase; P9WQA3; purified M. tuberculosis FBA, fluorescence read-out; inhibition, % at 1 µM; 360,000 compounds, 2.3% hits; AID 588726; in the data active means inhibition above about 27%;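 further: 0% = vehicle and 100% = reference inhibitor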
Target sequence (P9WQA3 whole entry, looked up): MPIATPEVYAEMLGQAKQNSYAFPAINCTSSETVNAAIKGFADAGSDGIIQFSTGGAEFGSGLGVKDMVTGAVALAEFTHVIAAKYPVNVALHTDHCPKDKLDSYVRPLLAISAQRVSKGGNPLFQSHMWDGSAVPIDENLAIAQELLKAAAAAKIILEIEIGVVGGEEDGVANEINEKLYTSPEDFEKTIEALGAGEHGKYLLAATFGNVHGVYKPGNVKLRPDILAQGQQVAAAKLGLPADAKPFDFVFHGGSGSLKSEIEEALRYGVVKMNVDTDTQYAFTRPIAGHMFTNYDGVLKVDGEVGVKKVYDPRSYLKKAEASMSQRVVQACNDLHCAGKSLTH
DUSP3 inh: DUSP3 (human) phosphatase inhibition | inhibition, % at 13.3 µM | 290,000 compounds, 0.52% hits | P51452 | recombinant VHR phosphatase, pNPP absorbance; in the data active means inhibition above about 50%; further: some compounds called inactive have numbers as strong as hits
Target sequence (P51452 whole entry, looked up): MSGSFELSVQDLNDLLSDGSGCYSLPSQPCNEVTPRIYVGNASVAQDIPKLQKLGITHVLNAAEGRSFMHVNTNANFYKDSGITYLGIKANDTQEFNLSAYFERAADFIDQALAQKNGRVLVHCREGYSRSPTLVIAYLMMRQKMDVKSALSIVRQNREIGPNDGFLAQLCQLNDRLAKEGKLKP
BioA inh: inhibitors of Mycobacterium tuberculosis BioA enzyme; purified M. tuberculosis BioA enzyme, plate reader; 360,000 compounds, 0.096% hits; inhibition, % at 9.99 µM; in the data active means inhibition above about 40%; inconclusive means no clear call, values can overlap the other calls
FadD28 FP inh: inhibitors of Mycobacterium tuberculosis FadD28 bisubstrate binding | FadD28 bisubstrate probe binding, fluorescence polarization | inhibition, % at 12.5 µM | 360,000 compounds, 0.22% hits | AID 588549; in the data active means inhibition above about 8.5%, passing the limit was not always enough; inconclusive means no clear call, values can overlap the other calls
BoNT F protease: BoNT F light chain protease inhibition; AID 588497; 360,000 compounds, 0.22% hits; inhibition, % at 10 µM; Multiplex microsphere protease cleavage assay, flow cytometry; in the data active means inhibition above about 35%, passing the limit was not always enough; inconclusive means no clear call, values can overlap the other calls; further: plate controls were buffer without enzyme for full effect and enzyme alone for no effect
UGM FP inh: Mtb UDP-galactopyranose mutase inhibition | P9WIQ1 | purified UGM, fluorescence polarization probe displacement | inhibition, % at 10 µM | 320,000 compounds, 0.06% hits | AID 504406; in the data active means inhibition above about 10%, passing the limit was not always enough; inconclusive means no clear call, values can overlap the other calls
GDH-TPI inh: counter-screen for M. tuberculosis FBA inhibitors: GDH-TPI coupled enzymes; GDH-TPI coupled enzyme counterscreen, NADH absorbance; inhibition, % at 4.8 µM; 360,000 compounds, 1.2% hits;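 further: 0% = DMSO wells and 100% = wells lacking the enzyme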
MazEF act: activators of E. coli MazEF toxin-antitoxin RNase. AID 504720. P0AE70. activation, % at 20 µM. 350,000 compounds, 0.32% hits. FAM/BHQ RNA-DNA oligo cleavage fluorescence, 5 h; in the data active means activation above about 50%
Target sequence (P0AE70 whole entry, looked up): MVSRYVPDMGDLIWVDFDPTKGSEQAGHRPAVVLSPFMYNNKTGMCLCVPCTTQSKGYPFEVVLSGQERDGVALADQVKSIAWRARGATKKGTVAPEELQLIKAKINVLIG
Rv3671c inh: Rv3671c (M. tuberculosis) protease inhibition | P9WHR9 | inhibition, % at 5.96 µM | 320,000 compounds, 0.048% hits | AID 2606; in the data active means inhibition above about 38%;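 further: extracellular domain of Rv3671c used as enzyme; 0% = enzyme with DMSO and 100% = no enzyme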
Target sequence (P9WHR9 whole entry, looked up, the tested form may be a part): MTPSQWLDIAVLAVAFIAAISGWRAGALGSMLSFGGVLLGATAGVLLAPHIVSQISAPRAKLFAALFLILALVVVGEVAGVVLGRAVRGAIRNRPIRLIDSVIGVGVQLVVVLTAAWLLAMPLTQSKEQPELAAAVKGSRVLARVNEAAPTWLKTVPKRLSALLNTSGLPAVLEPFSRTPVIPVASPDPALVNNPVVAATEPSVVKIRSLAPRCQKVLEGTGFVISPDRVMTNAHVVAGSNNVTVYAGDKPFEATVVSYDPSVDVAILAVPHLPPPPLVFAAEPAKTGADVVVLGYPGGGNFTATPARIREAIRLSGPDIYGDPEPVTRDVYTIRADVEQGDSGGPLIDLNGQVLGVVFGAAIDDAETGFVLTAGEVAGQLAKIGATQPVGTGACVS
Active calls of the source: *; ? = inconclusive; . = not tested or not shown. Unless noted, no stated cut-off is given here; in the data, active means inhibition above about 30%; inactive means the rest.

SMILES	CCHF vOTU inh	FBA Mtb inh	DUSP3 inh	BioA inh	FadD28 FP inh	BoNT F protease	UGM FP inh	GDH-TPI inh	MazEF act	Rv3671c inh
O=C(CCC(F)(F)F)N1CCCC(CO)(CCc2ccccc2)C1 (centres undefined)	9	-1	18	5.2	-4.2	?	-0.6	-6	8	0
COc1cc(/C=C/C(=O)OC[C@H]2O[C@H](OC3(CO)OC(CO)C(O)C3O)[C@H](O)[C@@H](O)[C@@H]2O)ccc1O (some centres undefined)	6	6	.	1.8	-1.3	-5	8.5	10	10	3
c1ccc(C(c2ccccc2)c2ccn[nH]2)cc1	-2	6	-6	.	-3.0	?	0.6	6	4	-1
CCCCN(Cc1cc2cc(OC)ccc2[nH]c1=O)S(=O)(=O)c1ccc(C)cc1	-5	6	21	0.1	-4.7	-4	-1.9	16	-2	3
COc1ccc(/C=C/C(=O)OCC(=O)NCc2ccco2)c(OC)c1	5	1	5	.	-2.3	2	-1.9	16	-5	2
Clc1ccc(OCCN2CCCCC2)cc1Cl	-15	-4	-4	5.0	-2.0	5	-1.4	-12	3	14
CC(=O)Nc1cccc(OCCCNC(=O)C2CCC2)c1	0	0	-15	1.9	-2.4	?	1.2	4	-1	1
CCOC(=O)C1CCCN(S(=O)(=O)CCNC(=O)c2ccccc2)C1 (centres undefined)	-3	5	.	.	-1.8	-2	2.3	10	3	0
COc1ccccc1CCNC(=O)C(=O)NCC1OCCN1S(=O)(=O)c1ccc([N+](=O)[O-])cc1 (centres undefined)	9	0	40	-1.7	-4.2	0	1.2	3	-2	-11
O=C(Nc1csnn1)OCc1ccccc1	1	-2	.	.	-3.9	7	.	5	5	.
COc1ccc2c(c1OC)C(=O)OC2N1C(=O)CC[C@H]1C(=O)Nc1ccc2c(c1)OCO2 (some centres undefined)	1	3	-20	-0.7	-1.6	-15	1.7	8	4	5
O=C(O)c1nonc1-c1nonc1C(=O)O	-6	2	-12	-1.0	0.1	-5	-2.6	3	8	-1
COCCn1c(COc2cccc(OC)c2)nnc1SCC(=O)NC1CCCCC1	9	-2	12	-3.3	-4.1	3	-0.3	-5	1	-1
CC(NS(=O)(=O)c1ccc2c(c1)c(=O)n(C)c(=O)n2C)C(=O)NC1CCCCC1 (centres undefined)	12	4	-8	0.1	-1.0	8	4.6	6	-9	-1
CCCc1ccc(OCc2ccccc2)c2c(=O)cc(C(=O)OCC)oc12	-15	1	9	-0.3	-0.3	2	2.8	3	-4	-1

Brought forward from above: 5 compounds, followed by the next part.
SMILES	CCHF vOTU inh	FBA Mtb inh	DUSP3 inh	BioA inh	FadD28 FP inh	BoNT F protease	UGM FP inh	GDH-TPI inh	MazEF act	Rv3671c inh
COc1ccc2c(c1OC)C(=O)OC2N1C(=O)CC[C@H]1C(=O)Nc1ccc2c(c1)OCO2 (some centres undefined)	1	3	-20	-0.7	-1.6	-15	1.7	8	4	5
O=C(O)c1nonc1-c1nonc1C(=O)O	-6	2	-12	-1.0	0.1	-5	-2.6	3	8	-1
COCCn1c(COc2cccc(OC)c2)nnc1SCC(=O)NC1CCCCC1	9	-2	12	-3.3	-4.1	3	-0.3	-5	1	-1
CC(NS(=O)(=O)c1ccc2c(c1)c(=O)n(C)c(=O)n2C)C(=O)NC1CCCCC1 (centres undefined)	12	4	-8	0.1	-1.0	8	4.6	6	-9	-1
CCCc1ccc(OCc2ccccc2)c2c(=O)cc(C(=O)OCC)oc12	-15	1	9	-0.3	-0.3	2	2.8	3	-4	-1
Cc1coc2c(C)c3oc(=O)c(CC(=O)N[C@@H](CC(C)C)C(=O)O)c(C)c3cc12	-7	13	16	9.3	1.1	-15	0.5	7	-5	-6
O=C(c1ccc(Cl)cc1)C1CCN(C(=O)c2ccc(F)cc2)CC1	-8	1	-10	4.5	-2.1	-6	3.6	3	6	-5
O=C(CSc1nccn1Cc1ccc(F)cc1)NC1CCCC1	-7	5	31	-2.3	-0.6	6	-0.3	0	2	-2
CCOC(=O)c1c(NC(=O)CCCC(=O)O)sc2c1CCC2	-10	3	14	.	-0.9	-1	-0.7	1	-4	-5
NC(=O)c1ccccc1-c1nc(-c2ccccc2)no1	-5	-3	6	0.9	-3.1	0	0.4	-8	-1	-4
Cc1ccccc1NC(=O)CC(C)S(=O)(=O)c1ccc2c(c1)NC(=O)CO2 (centres undefined)	0	-3	-6	-1.9	-1.2	1	-1.8	1	-8	-2
O=C(/C=C/[C@H]1O[C@@H](n2ccc(=O)[nH]c2=O)[C@H](O)[C@@H]1O)NCc1cccnc1	1	1	.	0.0	-0.1	1	.	.	.	.
Cc1ccc(CC2CC(=O)N(c3cc(C)ccc3C)C2=O)cc1 (centres undefined)	-4	-2	25	-0.6	-1.6	?	1.5	-1	5	8
O=S(=O)(c1ccc2ccccc2c1)N1CCNCC1	.	1	8	0.2	-3.9	-19	-0.3	-2	-3	-2
CCN(C(=O)c1ccc(NC(=O)Cc2ccccc2)cc1)c1ccccc1	0	-4	0	-0.8	-6.6	-9	-2.9	-2	1	.
CS(=O)(=O)c1cnc(-c2ccccc2)nc1Sc1ccc(F)cc1	-9	0	34	-1.3	-0.1	-23	0.5	8	-35	-5
C(=N\N1CCOCC1)/c1cccs1	-4	1	37	.	-4.4	-9	1.2	8	10	1
CCOc1ccc2ncc(S(=O)(=O)c3ccc(C)cc3)c(N3CCC4(CC3)OCCO4)c2c1	4	8	5	-3.8	-0.2	-2	1.1	6	-3	-3
COc1ccc(OC)c(S(=O)(=O)N2CCC(C(=O)NC3CCCC3)CC2)c1	6	1	8	.	0.1	-10	1.7	1	6	9
CCOC(=O)Cc1csc(NC(=O)c2cccnc2)n1	0	2	-19	8.8	-0.9	9	-2.0	-2	-2	1
Cc1cc2oc(=O)cc(CSc3nnc(C)n3N)c2cc1C(C)C	.	3	21	-0.3	-4.3	-7	-1.2	12	4	1
COc1ccc(OC)c2sc(NNC(=O)COc3ccccc3)nc12	-2	-1	15	-0.6	0.5	-3	-0.1	-1	6	8
Cc1cc(C)cc(N(C(=O)CNC(=O)c2ccco2)C(C(=O)NC2CCCC2)c2ccncc2)c1 (centres undefined)	4	0	10	-0.9	.	4	-3.1	-1	7	2
Cc1ccccc1OC1(C)CCN(Cc2ccc3ccccc3c2)C1 (centres undefined)	1	-4	.	-0.6	-5.3	-9	.	10	.	.
O=C(COc1ccc(Cl)cc1)Nc1ccc2c(c1)OCO2	4	5	8	.	.	-7	0.2	-3	2	5
O=S(=O)(c1ccc(-c2csc(Nc3ccc(Br)cc3)n2)cc1)N1CCCC1	-15	6	11	.	-5.9	-5	-4.1	1	-2	12
CCOc1ccc(C(C(=O)NC(C)(C)C)N(CCOC)C(=O)CCC(=O)Nc2ccccn2)cc1 (centres undefined)	6	40*	28	1.9	-3.0	6	1.4	-2	3	-2
O=C(Cc1csc(NC(=O)Nc2ccc(Cl)cc2)n1)NCc1ccccn1	-1	-2	.	1.8	-4.2	.	-3.3	0	-4	0
O=C(NCc1ccc(Cl)cc1)c1cc2c(s1)CS(=O)(=O)C2	-7	3	-3	0.0	-4.8	0	2.7	8	1	-8
COC(=O)Cc1ccc(NC(=S)N2CCN(c3ccccn3)CC2)cc1	-12	4	15	-0.5	-2.6	-13	2.5	6	1	-4
O=C(c1cc(COc2ccc(F)cc2Cl)on1)N1CCC(c2ccncc2)CC1	-11	-2	26	.	-0.3	-4	-0.6	12	2	4
COc1ccccc1N1CCN(C(=O)C(CC(C)C)NC(=O)C2CCCCC2)CC1 (centres undefined)	9	-7	34	-0.4	-2.6	9	-5.9	1	2	9
CSc1ccc(S(=O)(=O)N2CCC(C(=O)NCc3cccnc3)CC2)cc1	-5	1	25	0.7	0.7	0	1.8	3	6	1
COc1ccc(N=C2SC(C(=O)Nc3ccc(OC)cc3)CC(=O)N2CCN2CCOCC2)cc1 (centres undefined)	10	-3	-2	-1.4	-1.9	-4	0.3	1	2	-3
CC1(C)Cc2ccccc2-c2nnc(SCc3ccccc3)n21	6	0	9	0.0	-5.5	0	2.2	2	7	-3
Cc1ccc(NC(=O)Cn2nnc(C(=O)NCc3ccco3)c2N)cc1	0	-6	0	-2.4	-0.9	10	2.6	-4	5	3
CC(C)c1nc(NCCO)c2nnn(Cc3ccccc3)c2n1	-12	-3	10	.	-4.0	0	.	-2	2	4
CC(=O)c1ccc(S(=O)(=O)Nc2ccc(C(=O)NC3CC3)cc2)cc1	6	4	.	0.9	1.4	4	.	12	-3	.
O=C(c1ccc2ccccc2c1)N1CCN(S(=O)(=O)/C=C/c2ccccc2)CC1	5	2	4	-0.8	-2.8	-3	-1.4	-1	-2	-2
O=C(CSc1nc2ccccc2o1)N1CCOCC1	-3	0	24	-1.2	-4.5	-11	0.3	-7	-2	-1
CCC(C)NCC(=O)Nc1cc(S(=O)(=O)N(CC)c2ccccc2)ccc1Cl (centres undefined)	-5	0	-7	.	-4.2	-8	-3.6	8	-10	5
CC1CCN(C(=O)CSc2nnc3c(n2)[nH]c2ccc(F)cc23)CC1	5	-1	-11	-0.8	-1.4	6	0.9	-4	-4	4
COC(=O)/C=c1/s/c(=C(/C#N)C(=O)NCc2ccccc2)n(-c2ccccc2)c1=O	6	4	-1	-2.0	-1.5	-1	3.0	11	4	-22
CN(C)c1cccc(C(=O)NNC(=O)NC2CCCCC2)c1	-35	1	-9	.	0.4	-8	-2.5	15	-1	-8
COC(=O)c1ccc2nc(-c3ccc(OC)c(OC)c3)c(CC3CCCCC3)n2c1	23	8	.	-2.2	-1.7	8	.	.	.	.
c1ccc(Nc2nc(-c3cccs3)cs2)nc1	3	1	13	0.8	-2.8	8	1.5	9	-3	5
Cc1ccc(C)c(N2CCN(S(=O)(=O)c3cccc4cccnc34)CC2)c1	19	-2	24	.	-0.9	-3	2.4	3	15	-15
O=C(Nc1cccnc1)c1sc(Nc2ccccc2)nc1-c1ccccc1	-11	15	37	.	-1.6	-1	0.3	15	-4	-11
O=C(Nc1ccc2c(c1)C(N1CCOCC1)c1ccccc1-2)C(F)(F)F (centres undefined)	1	-1	.	-0.9	-1.5	-6	.	-6	9	.
O=C(CN1C(=O)CSc2ccc(S(=O)(=O)N3CCOCC3)cc21)NCCCN1CCOCC1	8	2	36	0.9	2.3	-1	-1.8	0	-2	3
COc1ccc2c(C)cc3nncn3c2c1	19	1	-3	.	-2.7	-8	0.2	-5	10	-11
COC(=O)c1ccccc1NC(=O)Nc1cc(C(C)(C)C)on1	-7	5	37	-0.9	-1.4	-9	1.1	1	3	3
O=C(Nc1ccc(C(F)(F)F)cc1)N1CCN(c2ccnc3cc(Cl)ccc23)CC1	0	0	8	-2.1	-10	-14	-1.8	2	-3	-20
CCOC(=O)c1c(NC(=S)NC(=O)c2ccc(Cn3cc(Cl)cn3)o2)sc2c1CCC(C)C2 (centres undefined)	-5	-1	10	-1.8	-2.2	-8	3.4	-3	-2	2
O=C(O)C1CC=CCC1C(=O)Nc1ccccc1 (centres undefined)	6	3	17	-3.5	1.4	-17	1.2	6	6	3
O=C(NC1CCCN(Cc2ccc(Cl)cc2)C1)c1cnc2ccccn2c1=O (centres undefined)	-59	55*	23	2.9	-3.1	1	2.0	24	-9	-2
CC(=O)N1CCCC(C)(C(=O)Nc2ccc3oc(C)nc3c2)C1 (centres undefined)	8	-3	.	-1.3	-3.0	0	.	-4	.	.
Cc1nc(C(=O)N2CCCC(C(=O)c3cccc(OC(C)C)c3)C2)cs1 (centres undefined)	8	1	6	-0.1	-1.7	-18	0.5	5	8	.
O=C(c1ccccc1)N1CCN(c2ccc([N+](=O)[O-])c(NCc3ccco3)c2)CC1	23	-7	22	8.8	-7.0	9	1.1	18	4	-8
O=C(CSc1nncs1)NC(=O)NC1CCCC1	-9	-1	-5	.	0.8	-3	2.7	0	-9	1

Rows were taken by chance; overall some 4.9% were active at least once.
